Screening results: PubChem, National Center for Advancing Translational Sciences (NCATS)
BLM inh – qHTS Assay for Inhibitors of Bloom's syndrome helicase (BLM); recombinant BLM DNA unwinding, fluorescence dequenching; Potency, µM (doses to about 56.1 µM), for inactives: at the highest dose activity change, negative = inhibition, most hits filed as inhibitors; actives 0.2% (n = 350,000); RecQ-like DNA helicase BLM (Homo sapiens), P54132;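 also: plate controls were vehicle for no effect and no enzyme for full effect; nearly all actives have a fitted effect of over 35% in size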
APEX1 inh – qHTS Assay for Inhibitors of the Human Apurinic/apyrimidinic Endonuclease 1 (APE1); DNA repair nuclease/redox regulator APEX1 (Homo sapiens), P27695; recombinant APE1, TAMRA/BHQ-2 abasic DNA cleavage fluorescence; Potency, µM (top dose mostly 65.8 µM), for the others: top-dose activity change, negative = inhibition, hits mostly inhibitors; actives 0.35% (n = 350,000);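 also: plate controls were vehicle for no effect and reference inhibitor for full effect; nearly all actives have a fitted effect of over 55% in size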
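Substrate: short duplex with […] THF abasic site, 5'-TAMRA and 3'-BHQ-2, 50 nM final. APE1 at 0.75 nM, preincubated 15 min RT with compound. Fluorescence increase from first to third read measured activity.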
BAZ2B block – qHTS Assay for Inhibitors of BAZ2B; AlphaScreen BAZ2B-H3K14Ac peptide displacement; Potency, µM (doses to about 114 µM), for the others: at the top dose activity change, negative = inhibition, hits mostly inhibitors; actives 4.4% (n = 360,000); AID 504333, 2011; also: % is scaled to controls: 0 for no effect and ±100 for the full control effect; nearly all actives have a fitted effect of over 60% in size
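AlphaScreen luminescence quantifies BAZ2B engagement of H3K14Ac peptide; the protein and biotinylated peptide are both at 50 nM final, buffer PBS pH 7.4 with 0.01% Tween-20, all steps at room temperature.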
Pol iota inh – qHTS for Inhibitors of Polymerase Iota | Pol iota fluorescent replication assay, 10 min | Potency, µM (series often up to 115 µM), for the others: top-dose activity, negative = inhibition, hits mostly inhibitors | actives 1% (n = 390,000)
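Fluorescent replication assay read twice, at 0 min and 10 min after adding 50 nM (final) substrate. Enzyme (10 nM) and compounds were first incubated 15 min at room temperature; enzyme-free buffer wells were negative controls.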
Pol beta inh – qHTS Assay for Inhibitors of DNA Polymerase Beta. P06746. Pol beta primer extension/strand displacement, fluorescence kinetic. Potency, µM (titrated, usually from 114 µM), for inactives: at the highest dose activity change, negative = inhibition, hits mostly inhibitors. actives 1.3% (n = 340,000); also: % is scaled to controls: 0 for no effect and ±100 for the full control effect
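Human Pol beta at 10 nM; strand-displacement substrate 50 nM final. Compound exposure 15 min at room temperature before start, reaction 10 min at room temperature.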
Pol eta inh – qHTS for Inhibitors of Polymerase Eta; DNA polymerase eta (Homo sapiens), Q9Y253; recombinant Pol eta, fluorescent DNA replication assay; Potency, µM (highest dose often 114 µM), for the others: top-dose activity change, negative = inhibition, actives largely listed as inhibitors; actives 1.2% (n = 390,000); AID 588591, 2011; also: % is scaled to controls: 0 for no effect and ±100 for the full control effect
Target sequence (Q9Y253 whole entry, looked up): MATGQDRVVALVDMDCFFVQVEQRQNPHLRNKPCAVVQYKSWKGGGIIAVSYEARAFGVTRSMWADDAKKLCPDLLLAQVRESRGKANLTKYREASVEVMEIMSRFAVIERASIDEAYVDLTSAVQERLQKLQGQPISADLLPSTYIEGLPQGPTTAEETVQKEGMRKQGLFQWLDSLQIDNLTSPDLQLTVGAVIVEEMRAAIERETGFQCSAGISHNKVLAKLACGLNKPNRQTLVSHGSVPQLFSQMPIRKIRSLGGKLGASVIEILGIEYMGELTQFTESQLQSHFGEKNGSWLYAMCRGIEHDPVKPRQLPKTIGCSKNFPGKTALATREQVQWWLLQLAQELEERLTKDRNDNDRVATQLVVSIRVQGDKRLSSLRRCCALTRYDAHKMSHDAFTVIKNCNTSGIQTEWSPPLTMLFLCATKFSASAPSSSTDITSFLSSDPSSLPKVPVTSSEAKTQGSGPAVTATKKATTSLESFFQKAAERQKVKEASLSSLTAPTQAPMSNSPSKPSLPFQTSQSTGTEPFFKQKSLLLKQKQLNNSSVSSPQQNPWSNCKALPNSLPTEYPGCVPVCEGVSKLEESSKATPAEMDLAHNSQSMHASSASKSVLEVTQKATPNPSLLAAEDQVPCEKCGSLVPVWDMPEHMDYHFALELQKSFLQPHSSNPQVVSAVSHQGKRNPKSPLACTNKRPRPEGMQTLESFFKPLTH
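Pol eta at 10 nM preincubated with compounds 15 min at room temperature; reaction started with fluorescent substrate (50 nM final) and read kinetically at 0 and 10 min.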
POLK inh – qHTS for Inhibitors of Polymerase Kappa | DNA polymerase kappa (Homo sapiens), Q9UBT6 | purified Pol kappa, fluorescent DNA synthesis assay, 10 min | Potency, µM (series often up to 107 µM), for inactives: at the top dose activity, negative = inhibition, actives largely listed as inhibitors | actives 0.53% (n = 400,000); also: % is scaled to controls: 0 for no effect and ±100 for the full control effect
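Kinetic fluorescence screen: compound preincubated 15 min RT with 10 nM enzyme; 50 nM substrate (final) initiates; reads at 0/10 min.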
G9a block – qHTS Assay for Inhibitors of Histone Lysine Methyltransferase G9a. Histone-lysine N-methyltransferase EHMT2 (Homo sapiens), Q96KQ7. G9a H3K9 monomethylation, AlphaScreen, 2 h. Potency, µM (doses to about 102 µM), for the others: at the highest dose activity, negative = inhibition, actives largely listed as inhibitors. actives 8.8% (n = 350,000). AID 504332, 2011; also: % is scaled to controls: 0 for no effect and ±100 for the full control effect; nearly all actives have a fitted effect of over 75% in size
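Quantitative HTS format: methyltransferase activity on a biotin-tagged H3K9 peptide is measured by AlphaScreen, using a rabbit anti-monomethyl-H3K9 antibody with streptavidin donor and anti-IgG acceptor beads. Final levels are 20 nM enzyme, 500 nM peptide, 20 uM SAM; 2 h RT.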
Apoferritin bind – qHTS Assay for Identification of Novel General Anesthetics. Ferritin light chain (Equus caballus), P02791. apoferritin/1-aminoanthracene competitive binding, fluorescence. Potency, µM (series often up to 77.5 µM), for the others: at the top dose activity change, negative = displacement, actives largely listed as inhibitors. actives 0.074% (n = 350,000). AID 485281, 2010; also: % is scaled to controls: 0 for no effect and ±100 for the full control effect; nearly all actives have a fitted effect of over 20% in size
Target sequence (P02791 2-175 limits assumed): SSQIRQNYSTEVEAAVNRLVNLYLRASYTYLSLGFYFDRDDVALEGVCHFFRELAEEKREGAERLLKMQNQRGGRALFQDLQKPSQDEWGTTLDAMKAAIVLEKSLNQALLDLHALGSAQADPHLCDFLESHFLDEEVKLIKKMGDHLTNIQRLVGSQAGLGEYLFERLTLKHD
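Horse-spleen apoferritin (10 uM) was mixed with 50% saturated 1-aminoanthracene in PBS, exposed to compounds for 10 min at room temperature, and read for fluorescence (ex 380 nm, em 535 nm). Competitive displacement was fitted with a four-parameter Hill equation.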
An asterisk follows results filed as active; ? = inconclusive; · = not tested or not shown; & = joins results of further samples; [ ] = dose if it differs, or a comment. Calls follow the shape of the dose curve; as a rule, active = well fitted curve in the direction sought with a large enough effect; inconclusive = small, poorly fitted or top-dose-only effect, or another doubt; inactive = no such curve, though single readings can be large; an effect the other way counts as inactive or inconclusive. Potency is read from the fitted curve at half-maximal effect.

item	BLM inh	APEX1 inh	BAZ2B block	Pol iota inh	Pol beta inh	Pol eta inh	POLK inh	G9a block	Apoferritin bind	SMILES
1	0%	-1%	-18%	11%	2%	-13%	-1%	-3%	3%	Clc1cccc(Oc2ncc(CN3CCOCC3)s2)c1
2	-3%	-4%	-5%	6%	0%	-13%	-10%	-5%	-24%	CCC1(c2ccc(F)cc2)NC(=O)N(CC(=O)Nc2cc(S(=O)(=O)N(C)C)ccc2Cl)C1=O (stereo unspecified)
3	2%	-10%	-1%	-6%	2%	-5%	2%	-2%[12.7 µM]	7%	CS(=O)(=O)N(CC(=O)O)c1cccc(Cl)c1
4	0%	?	-8%	12%	8%	?	-3%	?	-15%	Fc1ccc(C2=Nn3c(nnc3-c3n[nH]c4c3CCC4)SC2)cc1
5	-4%	-7%	-19%	-5%	13%	1%	-7%	-15%	-4%	O=C(Nc1ccc([N+](=O)[O-])cc1)Nc1ccc(Cl)cc1F
6	2%	·	1%	31%[activator]	-1%	·	11%	20%[59 µM]	11%	O=C(COc1ccccc1F)Nc1ccc2oc(-c3cccc(Cl)c3)nc2c1
7	4%	51%[activator]	-4%	26%	-1%	-7%	-23%	69%[activator]	-15%	CCCCc1cc(=O)oc2cc(C)cc(OCC(=O)NCc3cccnc3)c12
8	-6%	-6%	-5%	-25%	-31%	-24%	?	-7%	341%[activator]	CC(C)C(NS(=O)(=O)c1ccc2c3c(cccc13)C(=O)N2)C(=O)O (stereo unspecified)
9	-14%	-2%	11µM*	17%	1%	-6%	-10%	?	-11%	COc1ccc(O)c(C(=O)/C=C/c2cc3ccccc3o2)c1
10	-1%	1%	·	·	·	·	-2%[60.1 µM]	·	-14%	CC1(C)CC2C1CCC1(C)OC2(C)CCC1O (stereo unspecified)
11	1%	-1%	-6%	12%	1%	-4%	-4%	·	-16%	CCCCC1CC(/C(C)=N/NC(N)=O)OC1=O (stereo unspecified)
12	-9%	24%	?	1%	16%	-12%	-5%	?	-10%	COc1ccc(C(=O)OC(COc2ccccc2)Cn2ccnc2)cc1 (stereo unspecified)
13	-6%	-21%	9%	7%	2%	-12%	9%	·	9%	O=C(Cn1cnc2c(nnn2Cc2ccccc2)c1=O)NCc1ccccc1Cl
14	-19%	-6%	-2%	22µM*	50µM*	?	?	15%[59 µM]	61%[activator]	CC(=O)Nc1cccc(C(=O)/C=C/c2ccc(N(C)C)cc2)c1
15	-2%	20%	2%	141%[activator]	-2%	-20%	6%	9%[0.501 µM]	0%	OC1CSc2nc3ccccc3n2C1 (stereo unspecified)
16	0%	-8%	?	34%	31%	-21%	-1%	14%[0.501 µM]	4%	C=CCSc1nc2sc3c(c2c(=O)n1-c1ccccc1)CCN(C)C3
17	-2%	10%	-8%	28%	25%	-14%	6%	-15%	-3%	O=C(C1CCN(Cc2nc(-c3ccc(Cl)cc3)no2)CC1)N1CCOCC1
18	3%	19%	-33%	-3%	34%	-15%	-10%	?	-9%	Cc1ccc(S(=O)(=O)c2c(C)nn(-c3ccccc3)c2OC(=O)c2ccc(Br)o2)cc1
19	-1%	-3%	11%	1%	12%	-20%	6%	9%	-15%	CC(=O)c1cc(C#N)c(Oc2ccc(F)cc2)nc1C
20	-6%	-1%	?	132%[activator]	-9%	-14%	-11%	-42%	-21%	O=[N+]([O-])c1cccc(-c2ncc3ccccn23)c1
21	-4%	·	11%[57.1 µM]	-12%	-14%	4%	-5%	-2%[59 µM]	-9%	CC(C)(C)OC(=O)N1CCC(c2c(C(=O)N3CCN(c4ncccn4)CC3)cnn2-c2cccc(F)c2)CC1
22	1%	3%	5%	105%[activator]	0%	-15%	-5%	13%	-4%	CCCCNC(=O)NCc1cnn(C)c1C
23	0%	0%	-1%	-7%	-1%	-15%	-13%	0%	-24%	Cc1ccc(Nc2cc(-n3cccn3)ncn2)c(C)c1
24	·	31%	0%	18%	·	-7%	3%	-51%	·	CCCCCN(C(=O)CCC(=O)OCC(=O)N(C)c1ccccc1)c1c(N)n(CCCC)c(=O)[nH]c1=O
25	2%	-1%	3%	-3%	37%	-3%	-13%	79µM*	0%	Cn1c(=O)c(Oc2ccc(Cl)cc2)c(O)c2ccccc21
26	-1%&-5%	-1%&-6%	-29%	·	-21%	·	·	?	-18%	COC(=O)C1=C(C)N(CCc2cc(OC)c(OC)c(OC)c2)C(=O)N[C@H]1c1ccc(Br)cc1
27	-6%	-12%	6%	54%[activator]	66%	-20%	-2%	5%	8%	COc1ccccc1Cn1c(=S)[nH]c2cc(C(=O)NC(C)C)ccc2c1=O
28	1%	1%	-2%	10%	8%	4%	-7%	24%[59 µM]	1%	Cc1cc(=O)c2cccc(Br)c2[nH]1
29	-1%	19%	0%	29%	32%	-21%	-5%	·	1%	O=C(Nc1ccc(Br)cc1)c1cc2ccccn2n1
30	?	5%	12%	-4%	20%	-13%	1%	9%[59 µM]	12%	CC(=O)Nc1cc(C(=O)NCc2ccco2)ccc1Sc1ccc(F)cc1
31	·	13%	-1%	17%	·	-20%	-10%	-14%[59 µM]	·	CCCN(CC(=O)Nc1ccccc1OC)C(=O)c1ccc2c(c1)NC(=O)C(C)S2 (stereo unspecified)
32	-3%	6%	-13%	12%	-1%	-4%	4%	-31%	-2%	CCOC(=O)C1C(=O)NCC1c1ccccc1 (stereo unspecified)
33	-4%	21%	-2%	48%[activator]	-18%	-10%	-13%	17%	-7%	Cc1ccc(NC(=O)C2CCCN(C(=O)NCc3ccccc3)C2)c(C)c1 (stereo unspecified)
34	-3%	2%	-1%	29%	3%	-21%	-12%	15%[59 µM]	0%	CC1CCC2(CC1)NC(=O)N(CC(=O)Nc1ccc3c(c1)CCC3)C2=O (stereo unspecified)
35	-1%	4%	-34%	30%[activator]	0%	-8%	-12%	-50%	16µM*	CC(=O)Nc1ccc(Oc2ccc([N+](=O)[O-])cc2Cl)cc1
36	-5%	-3%	-12%	137%[activator]	-6%	-3%	-6%	8%[59 µM]	2%	CCOC(=O)c1cn(Cc2cccc(C)c2)nn1
37	-6%	·	-14%	25%	23%	-21%	4%	-1%[59 µM]	-7%	CCN(CCCNC(=O)c1cc2c(=O)[nH]c3ccc(C)cc3c2s1)c1ccc(C)cc1
38	-7%	-11%	323%[activator]	-5%	19%	-17%	-2%	89%[activator]	-12%	Cc1snc(SCc2ccc(Cl)cc2)c1C#N
39	6%	-7%	-17%	23%	3%	-22%	-1%	?	-7%	COc1ccc(NS(=O)(=O)c2cccc(NC(=O)COc3ccc(OC)cc3)c2)cc1
40	-1%	-1%	0%	43%[activator]	35%	-22%	0%	2%	-3%	CCNC(=S)NNC(=O)C1CCN(Cc2ccccc2)CC1
41	-3%	7%	-10%	18%	-15%	-27%	-7%	3%	-7%	Cc1ccc(C)c2nc3sc(C(=O)N4CCOCC4)c(N)c3cc12
42	-2%	2%	-31%	-7%	-21%	0%	-12%	-7%[59 µM]	1%	O=C1NC(=O)/C(=C\c2ccc(Oc3ccc([N+](=O)[O-])cn3)cc2)S1
43	1%	3%	-37%	·	-1%	-11%	0%	28%[0.501 µM]	-14%	CC(C)CC(C(=O)NCC1CCCO1)N(C(=O)Cn1nnc(-c2ccc(F)cc2)n1)c1cccc(C(F)(F)F)c1 (stereo unspecified)
44	0%	35%	-2%	4%	35%	-11%	7%	72%[activator]	-3%	COc1ccc(-c2cc3c(=O)n(CC(=O)Nc4ccc(Cl)cc4)nc(C)n3n2)cc1
45	-4%	?	16%	?	17%	0%	-6%	83%[activator]	-11%	COC(=O)c1ccc(C(=O)OC)c(NC(=O)CSCc2ccc(Br)cc2)c1
46	-1%	47%[activator]	29%	155%[activator]	22%	-16%	-3%	-27%	-9%	O=C(Nc1ccc(Cl)c(Cl)c1)N1CCOCC1
47	-5%	-12%	-5%	10%	12%	-9%	2%	16%	-15%	COc1ccc(S(=O)(=O)NC2CCCCCC2)c(OC)c1

Quoted from the entries so far (seven entries):
item	BLM inh	APEX1 inh	BAZ2B block	Pol iota inh	Pol beta inh	Pol eta inh	POLK inh	G9a block	Apoferritin bind	SMILES
26	-1%&-5%	-1%&-6%	-29%	·	-21%	·	·	?	-18%	COC(=O)C1=C(C)N(CCc2cc(OC)c(OC)c(OC)c2)C(=O)N[C@H]1c1ccc(Br)cc1
27	-6%	-12%	6%	54%[activator]	66%	-20%	-2%	5%	8%	COc1ccccc1Cn1c(=S)[nH]c2cc(C(=O)NC(C)C)ccc2c1=O
28	1%	1%	-2%	10%	8%	4%	-7%	24%[59 µM]	1%	Cc1cc(=O)c2cccc(Br)c2[nH]1
29	-1%	19%	0%	29%	32%	-21%	-5%	·	1%	O=C(Nc1ccc(Br)cc1)c1cc2ccccn2n1
30	?	5%	12%	-4%	20%	-13%	1%	9%[59 µM]	12%	CC(=O)Nc1cc(C(=O)NCc2ccco2)ccc1Sc1ccc(F)cc1
31	·	13%	-1%	17%	·	-20%	-10%	-14%[59 µM]	·	CCCN(CC(=O)Nc1ccccc1OC)C(=O)c1ccc2c(c1)NC(=O)C(C)S2 (stereo unspecified)
32	-3%	6%	-13%	12%	-1%	-4%	4%	-31%	-2%	CCOC(=O)C1C(=O)NCC1c1ccccc1 (stereo unspecified)

The list is partial. The share of hits here may be higher or lower than overall.
